aSyn yeast inh = rescues yeast growth from alpha-synuclein toxicity. AID 652106. 0.14% of 370,000 active. Yeast expressing alpha-synuclein, growth rescue, BacTiter-Glo, 24 h. Potency, µM (series often up to 46.1 µM), for inactives: at the highest dose growth rescue (activation), usual class: activators; further: % of control where 0% means no effect; nearly all actives have a fitted effect of over 65% in size
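Readout is rescue of growth in alpha-synuclein-expressing yeast, so inhibitors of toxicity appear as activators. Growth after 24 hr at 30 deg C in galactose medium is quantified by luminescence.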
FUS suppressor = rescues growth of FUS-expressing yeast; S. cerevisiae FUS-expressing, growth rescue, OD600, 24 h; 0.24% of 390,000 active; AID 1347120; Potency, µM (titrated, usually from 76.6 µM), inactives show at the top dose growth rescue (activation), usual class: activators;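 further: plate controls were DMSO vehicle for no effect and reference control for full effect; nearly all actives have a fitted effect of over 55% in size; some results filed as inactive show a strong effect at the top dose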
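Steps: raffinose overnight preculture; dilution to OD 0.005 in 2% galactose minimal medium; compound addition (concentration series); 24hr at 30C, 99% humidity; absorbance read at 600 nm.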
EPAC2 antagonist = antagonists of human EPAC2 | Potency, µM (highest dose often 114 µM), inactives show at the top dose activity, negative = inhibition, actives largely listed as inhibitors | EPAC2 GEF exchange of Rap1B-BODIPY-GDP, fluorescence | AID 720708 | 0.18% of 360,000 active; further: on the % scale 0 is the no-effect control and ±100 the full control effect; nearly all actives have a fitted effect of over 45% in size; many of its hits are not listed in these tables
EPAC1 antagonist = blocks human EPAC1 exchange factor; O95398; EPAC1 GEF assay, Rap1b-BODIPY-GDP exchange fluorescence; Potency, µM (doses to about 115 µM), for inactives: at the highest dose activity change, negative = inhibition, usual class: inhibitors; 0.14% of 360,000 active;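 further: plate controls were vehicle for no effect and positive control for full effect; nearly all actives have a fitted effect of over 50% in size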
EPAC1 agonist = activates human EPAC1 exchange factor; Potency, µM (series often up to 154 µM), for inactives: at the highest dose activation, usual class: activators; 0.073% of 360,000 active; EPAC1 agonist qHTS, biochemical assay; response scale: 100% = response to 6.5 mM cAMP; O95398; AID 720707; further: nearly all actives have a fitted effect of over 60% in size
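EPAC1 100 nM, Rap1B–BODIPY-GDP 250 nM, unlabeled GDP 50 uM; compound titration; 5 min RT; kinetic read ex480/em540 at 5-min intervals ×30 min; data normalized to 6.5 mM cAMP agonist control.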
TDP43 rescue = TDP-43 toxicity inhibition in yeast; TDP-43 expressing yeast growth rescue, BacTiter-Glo, 24 h; Potency, µM (highest dose often 46.1 µM), without a hit: top-dose growth rescue (activation), most hits filed as activators; 1.8% of 410,000 active; AID 652104; further: % of control where 0% means no effect; nearly all actives have a fitted effect of over 50% in size
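Growth rescue of TDP-43-toxic yeast measured as ATP luminescence (BacTiter-Glo). Cells grown to mid-log in raffinose, induced in galactose at OD600=0.02, exposed to compound 24 hr at 30 deg C.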
PTHR1 ag = PTHR1 (human) receptor agonism; AID 743266; HEK293 GP2 PTHR1 cells, GloSensor cAMP luminescence, 1 h; 0.075% of 410,000 active; Potency, µM (top dose mostly 115 µM), for inactives: top-dose activation, actives largely listed as activators; Q03431; further: nearly all actives have a fitted effect of over 55% in size; some results filed as inactive show a strong effect at the top dose; inactives centre near -15; many of its hits are not listed in these tables
Target sequence (Q03431 whole entry, looked up): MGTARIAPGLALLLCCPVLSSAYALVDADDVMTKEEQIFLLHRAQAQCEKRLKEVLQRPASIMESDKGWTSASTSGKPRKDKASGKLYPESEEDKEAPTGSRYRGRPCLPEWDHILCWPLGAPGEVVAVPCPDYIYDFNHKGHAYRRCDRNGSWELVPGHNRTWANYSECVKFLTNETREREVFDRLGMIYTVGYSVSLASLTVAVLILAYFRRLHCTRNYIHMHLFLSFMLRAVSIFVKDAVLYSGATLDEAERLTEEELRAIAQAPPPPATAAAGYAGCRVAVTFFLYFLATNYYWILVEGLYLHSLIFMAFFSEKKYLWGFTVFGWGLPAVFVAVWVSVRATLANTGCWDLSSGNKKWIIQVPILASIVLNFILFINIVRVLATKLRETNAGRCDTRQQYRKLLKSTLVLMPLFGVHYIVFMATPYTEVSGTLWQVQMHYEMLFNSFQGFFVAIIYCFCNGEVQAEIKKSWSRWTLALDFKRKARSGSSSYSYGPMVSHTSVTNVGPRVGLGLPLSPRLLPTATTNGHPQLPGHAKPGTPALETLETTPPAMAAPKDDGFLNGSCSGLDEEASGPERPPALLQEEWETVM
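HEK-293-derived GP2 cells expressing PTHR1 and a GloSensor cAMP reporter, 3,000/well, plated overnight, given luciferin plus IBMX (each 0.5 mM as added) for 1 h at 37 °C, then compound for 1 h at 37 °C. Luminescence was read after 15 min at room temperature.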
EPAC2 ag = activates human EPAC2 exchange factor. Q8WZA2. EPAC2 activation, biochemical qHTS; response scale: 100% = 6.5 mM cAMP response. Potency, µM (series often up to 154 µM), for inactives: at the highest dose activation, actives largely listed as activators. AID 720711. 0.079% of 360,000 active; further: nearly all actives have a fitted effect of over 50% in size
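In this primary screen, activation is scored as increased exchange of BODIPY-GDP from Rap1B by 100 nM EPAC2, with 50 uM GDP as competitor. Signal is normalized to the 6.5 mM cAMP agonist control.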
An asterisk follows results filed as active; i = inactive; ? = inconclusive; / = no result given; & = joins results of further samples; [ ] = dose if it differs, or a comment. The call rests on the fitted dose curve; in most records, active means well fitted curve in the direction sought with a large enough effect; inconclusive means small, poorly fitted or top-dose-only effect, or another doubt; inactive means no such curve, though single readings can be large; an effect the other way counts as inactive or inconclusive. Potency means the concentration at half of the fitted maximal effect. This is a subset (hit frequency here may not be typical).

| SMILES | EPAC2 ag | PTHR1 ag | EPAC1 agonist | EPAC1 antagonist | FUS suppressor | aSyn yeast inh | TDP43 rescue | EPAC2 antagonist |
| --- | --- | --- | --- | --- | --- | --- | --- | --- |
| CC(=O)Nc1ccc(NC(=O)c2ccc3sc([C@H]4C[C@H](O)[C@@H](CO)O4)nc3c2)cc1 | 12% | i | -17% | -9% | -27% | 0% | 19% | -9% |
| CCOc1ccccc1N(C(=O)Nc1cccc(Cl)c1)C1=NC(C)CS1 (configuration not stated) | 4% | i | 1% | 4% | -23% | 0% | -13%[0.397 µM] | -12% |
| CCOc1ccccc1N1CCN(C(=O)COc2ccc3c(C)cc(=O)oc3c2)CC1 | -2% | -26% | -4% | 13% | 24% | 20% | -5%[0.397 µM] | 5% |
| CCOC(=O)c1c(C)[nH]c(C)c1S(=O)(=O)NCC1CCN(Cc2ccc(C)cc2)CC1 | 4% | -14% | 6% | 7% | 10% | -7% | -9% | 1% |
| O=C(O)c1ccccc1-c1nc2ccccc2[nH]1 | 10% | -14% | 8% | 6% | 10% | -7% | -15% | 3% |
| CC(=O)N1CCC2(CC1)CC(=O)c1cc(Cl)ccc1O2 | 6% | -29% | -10% | -24% | -20% | 1% | 2% | 10% |
| C=C1C(=O)O[C@@]23[C@H]1CC[C@@H](C)[C@@H]2CC[C@@]1(C)O[C@@H]31 | -6% | ? | -19% | -16% | -38% | 8% | 12% | 2% |
| CC1(C(=O)NCc2cccs2)Cc2c(-c3ccc4c(c3)OCO4)ccnc2O1 (configuration not stated) | -6% | -85%[inhibitor] | -1% | -12% | ? | ? | ? | -25% |
| O=C(Cc1ccccc1)NN1C(=O)C2C(C1=O)C1C=CC2C12CC2 (configuration not stated) | 1% | i | 8% | -3% | / | 3% | 0% | 2% |
| C=CCSc1nnc(-c2ccccc2NC(C)=O)c(=O)[nH]1 | -3% | i | 0% | -15% | 18% | -3% | 3% | 10% |
| CC(C)(C)NC(=O)COC(=O)c1cc(F)c(F)cc1Cl | 0% | i | 5% | 2% | 8% | -7% | 13% | 4% |
| COc1ccc(C(=O)N2CCC3(CC2)NCCc2[nH]cnc23)cc1OC | 5% | i | 5% | -3% | -15% | 9% | 11% | -6% |
| C=CCOc1ccc(CNCCO)cc1OCC | 13% | 7% | 6% | -17% | 12% | -5% | -12% | -1% |
| CCCn1c(=O)c(C(=O)NCc2ccccc2OC)c(O)c2ccccc21 | 2% | ? | 1% | 20% | -13% | 1% | 0% | -8% |
| Cc1cc(Nc2ccc(C)c(C)c2)c2ccccc2n1 | 2% | i | 0% | 1% | 13% | 8% | 3% | -7% |
| COc1ccccc1S(=O)(=O)NCc1ccc(C(=O)NC2CCC(O)CC2)cc1 (configuration not stated) | 6% | ? | -2% | -13% | / | 1% | -10% | -15% |
| C[C@@H]1CN([C@@H](C)CO)C(=O)c2cc(NC(=O)c3ccccc3)ccc2O[C@@H](C)CCCCO[C@@H]1CN(C)Cc1ccc(C(F)(F)F)cc1 | -16% | -22% | -25% | 21% | 34% | -4% | 19% | 7% |
| C=CCNc1nc2ccccc2nc1NS(=O)(=O)c1ccc(Cl)cc1 | -4% | -43%[inhibitor] | -1% | 0% | ? | 1% | ? | -1% |
| O=[N+]([O-])c1cccc(S(=O)(=O)NCCc2cn3ccccc3n2)c1 | 3% | i | 10% | 12% | -4% | 1% | 4% | 1% |
| NC(=S)NNc1cccc(Cl)c1 | 0% | i | -6% | 9% | 14% | -10% | 24% | 6% |
| CC(C)(C)c1ccc(NC(=O)CCNC(=O)c2ccco2)cc1 | 3% | -19% | 1% | -24% | 5% | -5% | -3% | 0% |
| COc1ccc(Br)cc1CN1CCN(S(=O)(=O)Cc2ccccc2)CC1 | -1% | -4% | -4% | -4% | 12% | -1% | 5% | 1% |
| CSc1ccc(N=Nc2c(C)[nH]n(C)c2=O)cc1 | -2% | i | 5% | -24% | -1% | 16% | 22% | -10% |
| CCCCN(CCCC)CP(=O)(c1ccccc1)c1ccccc1 | 6% | i | -9% | 5% | 2% | 11% | 8% | -5% |
| O=C(NCC1COc2ccccc2O1)c1ccc(Cl)c(S(=O)(=O)N2CCCC2)c1 (configuration not stated) | 3% | -39% | -1% | 14% | ? | -3% | ? | -24% |
| Nc1ncnc2nc(SCc3ccc(Cl)cc3Cl)[nH]c12 | -5% | -10% | -7% | 5% | / | 4% | ? | -2% |
| COCCn1cnnc1SCC(=O)Nc1cc(OC)c([N+](=O)[O-])cc1C | 4% | -18% | -6% | 0% | -19% | 5% | -8% | 2% |
| COc1ccc(-n2c(CN3CCC(C)CC3)nc3ccc([N+](=O)[O-])cc3c2=O)c(OC)c1 | -2% | 21% | -8% | 3% | 15% | 14% | 10% | 4% |
| Cc1ccc(OCCCCn2ccnc2)c(Cl)c1 | 3% | i | 4% | 7% | 16% | 4% | -8% | -1% |
| Cc1ccc(S(=O)(=O)N2CCC(=O)N(CCOC(=O)Nc3cc(C)cc(C)c3)CC2)cc1 | 8% | -9% | -6% | -19% | 35% | 0% | 13% | -21% |
| COc1cccc(/C=C2\SC(=S)N(CCC(=O)NC3C=CS(=O)(=O)C3)C2=O)c1 (configuration not stated) | -2% | -29% | -6% | -1% | 10% | -2% | 4% | 10% |
| Cc1ccc(N2C(=O)C3C(C2=O)C2C=CC3C23CC3)c([N+](=O)[O-])c1 (configuration not stated) | -7% | -1% | -10% | -14% | 4% | 9% | 22% | -22% |
| CC(C)[C@H](NC(=O)OC(C)(C)C)c1cc(C(=O)NC2CC2)c(N)s1 | -3% | 1% | -3% | -13% | 35% | 8% | -3% | -9% |
| Brc1ccc(-c2csc(/N=C/N3CCCC3)n2)cc1 | 15% | -20% | 9% | -22% | 13% | -4% | 2% | -7% |
| COc1ccc(C(=O)NCc2ccc(C)cc2)cc1S(=O)(=O)N1CCCc2ccccc21 | 3% | -2% | 4% | 2% | ? | 19% | 4% | -3% |
| CCNc1nc(NCC)nc(N/N=C(\C)c2ccc(OC)cc2)n1 | 4% | i | -5% | -3% | -31% | -4% | 15% | 6% |
| CC(C)CN(C(=O)CN(C)C(=O)Cc1ccccc1Cl)c1c(N)n(CC(C)C)c(=O)[nH]c1=O | 0% | i | -6% | -11% | 17% | 1% | 13% | -8% |
| Cc1cccc(C(=O)N[C@@H]2c3ccccc3C[C@@H]2O)n1 | -8% | i | -12% | 13% | 4% | 5% | 8% | -1% |
| COc1cccc(C(=O)Nc2ccc3c(c2)OC[C@H](C)N(C(=O)C2CCCC2)C[C@@H](C)[C@@H](OC)CN(C)C3=O)c1 | -3% | -3% | -5% | -2% | ? | -2% | -3% | -24% |
| CCOC(=O)c1c(S(=O)(=O)N2CCCC(C(=O)Nc3ncccc3C)C2)c(C)n(C)c1C (configuration not stated) | 4% | -1% | 3% | 14% | 34%&-1% | -1% | 4%&13% | -2% |
| Cc1ccc(NC(=C(C#N)C#N)c2ccccc2)cc1 | 0% | -37%[inhibitor] | 10% | 1% | -15% | 1% | 0% | -18% |
| CCCCCC(=O)O/N=C(\C)c1ccn(S(=O)(=O)c2ccccc2)c1 | 9% | i | 12% | -19% | 28% | 2% | -2% | -20% |
| Cc1ccc(S(=O)(=O)NC(=O)NCC2CCN(S(=O)(=O)c3ccccc3)CC2)cc1 | 2% | -36% | -1% | -13% | 10% | -6% | -19% | 17% |
| N#CC1(c2nc3ccccc3[nH]2)CC1c1ccc2c(c1)OCO2 (configuration not stated) | 1% | i | 4% | -1% | ? | 2% | 1% | -3% |
| C/C=C/c1cccc(-c2nc(C(=O)NC3CCC3)cc3c2[C@H](CCO)N(S(=O)C(C)(C)C)C3)c1 (some centres not stated) | 14% | -9% | 2% | 5% | ? | 0% | 2% | 8% |
| COc1ccc(CCNCc2c(-c3ccccc3)n(C)c3ccccc23)cc1 | 10% | -15% | 5% | -2% | 2% | 1% | -19% | -5% |
| Cc1c(OCC(=O)NC2CC(C)(C)NC(C)(C)C2)ccc2c3c(c(=O)oc12)CCC3 | 6% | i | 2% | 12% | 13% | -11% | 0% | 9% |
| CSCC(C)N1CCC(n2nccc2NC(=O)CCCc2ccccc2)CC1 (configuration not stated) | 10% | i | -2% | 35%[activator] | -16% | 1% | 9% | 25% |
| COc1ccc(C2=NN(C(=O)CN3CCCCC3)C(c3ccc(C)cc3)C2)cc1 (configuration not stated) | 18% | -29% | 4% | 2% | 21% | -1% | -5%[9.22 µM] | 10% |
| O=S(=O)(c1ccccc1)N1CCN(C(=S)NCc2ccccc2)CC1 | 10% | -18% | 13% | ? | 12% | 11% | -14% | -24% |
| C=CCN(c1ccc(Cl)cc1)S(=O)(=O)c1cccc(C(=O)O)c1 | 7% | -30% | 3% | -11% | 11% | -6% | -18% | ? |
| CCN(Cc1nc2ccccc2c(=O)[nH]1)Cc1cc(=O)oc2cc(OC)ccc12 | 3% | i | 2% | 3% | ? | 3% | 29% | 4% |
| Cc1[nH]n(-c2ccccc2)c(=O)c1N=Nc1c(O)cc(S(=O)(=O)N(C)C)c2ccccc12 | 3% | -37%[inhibitor] | 8% | 1% | -20% | -14% | -4% | -27% |

In the list so far, ten contain a Cl atom:
| SMILES | EPAC2 ag | PTHR1 ag | EPAC1 agonist | EPAC1 antagonist | FUS suppressor | aSyn yeast inh | TDP43 rescue | EPAC2 antagonist |
| --- | --- | --- | --- | --- | --- | --- | --- | --- |
| CCOc1ccccc1N(C(=O)Nc1cccc(Cl)c1)C1=NC(C)CS1 (configuration not stated) | 4% | i | 1% | 4% | -23% | 0% | -13%[0.397 µM] | -12% |
| CC(=O)N1CCC2(CC1)CC(=O)c1cc(Cl)ccc1O2 | 6% | -29% | -10% | -24% | -20% | 1% | 2% | 10% |
| CC(C)(C)NC(=O)COC(=O)c1cc(F)c(F)cc1Cl | 0% | i | 5% | 2% | 8% | -7% | 13% | 4% |
| C=CCNc1nc2ccccc2nc1NS(=O)(=O)c1ccc(Cl)cc1 | -4% | -43%[inhibitor] | -1% | 0% | ? | 1% | ? | -1% |
| NC(=S)NNc1cccc(Cl)c1 | 0% | i | -6% | 9% | 14% | -10% | 24% | 6% |
| O=C(NCC1COc2ccccc2O1)c1ccc(Cl)c(S(=O)(=O)N2CCCC2)c1 (configuration not stated) | 3% | -39% | -1% | 14% | ? | -3% | ? | -24% |
| Nc1ncnc2nc(SCc3ccc(Cl)cc3Cl)[nH]c12 | -5% | -10% | -7% | 5% | / | 4% | ? | -2% |
| Cc1ccc(OCCCCn2ccnc2)c(Cl)c1 | 3% | i | 4% | 7% | 16% | 4% | -8% | -1% |
| CC(C)CN(C(=O)CN(C)C(=O)Cc1ccccc1Cl)c1c(N)n(CC(C)C)c(=O)[nH]c1=O | 0% | i | -6% | -11% | 17% | 1% | 13% | -8% |
| C=CCN(c1ccc(Cl)cc1)S(=O)(=O)c1cccc(C(=O)O)c1 | 7% | -30% | 3% | -11% | 11% | -6% | -18% | ? |
